Screening results (PubChem)
GPR151 ag: activators of human GPR151, primary screen, cell-based, PathHunter beta-arrestin, luminescence; G-protein coupled receptor 151 (Homo sapiens), Q8TDV0; PathHunter beta-arrestin GPR151 cells; activation, % at 11.2 µM; 1% of 650,000 active; AID 1508602, 2020; in the data active = activation above about 4.9%;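 also: 0% = median of compound wells and 100% = cells with positive control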
Target sequence (Q8TDV0 whole entry, looked up): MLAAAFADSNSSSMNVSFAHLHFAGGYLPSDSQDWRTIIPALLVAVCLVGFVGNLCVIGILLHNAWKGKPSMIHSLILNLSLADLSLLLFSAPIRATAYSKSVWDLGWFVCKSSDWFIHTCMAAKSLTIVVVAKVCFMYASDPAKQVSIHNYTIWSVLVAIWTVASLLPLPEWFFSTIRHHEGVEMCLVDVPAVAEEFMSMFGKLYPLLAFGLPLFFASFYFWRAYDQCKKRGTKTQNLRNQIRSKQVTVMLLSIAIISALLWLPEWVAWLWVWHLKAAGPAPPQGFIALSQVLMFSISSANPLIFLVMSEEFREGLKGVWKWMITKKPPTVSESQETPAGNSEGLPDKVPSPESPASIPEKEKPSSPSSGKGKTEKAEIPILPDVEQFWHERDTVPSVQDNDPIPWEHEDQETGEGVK
TEAD-YAP inh: TEAD-YAP interaction inhibition, primary screen, TEAD-YAP interaction inhibitor project, luminescence, HEK-TIYL cells; TEAD-Gal4/YAP UAS-luciferase luminescence; inhibition, % at 9.12 µM; 1.4% of 640,000 active; AID 1259422, 2018; in the data active = inhibition above about 32%;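 also: 0% = median of test compound wells and 100% = reference inhibitor wells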
MITF inh: MITF inhibitors, primary screen, biochemical, AlphaScreen, human; AID 1259374, 2018; 0.91% of 650,000 active; AlphaScreen MITF homodimerization, bead proximity signal; inhibition, % at 2.6 µM; Microphthalmia-associated transcription factor (Homo sapiens), O75030; in the data active = inhibition above about 50%;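 also: 0% = vehicle wells with protein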
Target sequence (O75030 whole entry, looked up): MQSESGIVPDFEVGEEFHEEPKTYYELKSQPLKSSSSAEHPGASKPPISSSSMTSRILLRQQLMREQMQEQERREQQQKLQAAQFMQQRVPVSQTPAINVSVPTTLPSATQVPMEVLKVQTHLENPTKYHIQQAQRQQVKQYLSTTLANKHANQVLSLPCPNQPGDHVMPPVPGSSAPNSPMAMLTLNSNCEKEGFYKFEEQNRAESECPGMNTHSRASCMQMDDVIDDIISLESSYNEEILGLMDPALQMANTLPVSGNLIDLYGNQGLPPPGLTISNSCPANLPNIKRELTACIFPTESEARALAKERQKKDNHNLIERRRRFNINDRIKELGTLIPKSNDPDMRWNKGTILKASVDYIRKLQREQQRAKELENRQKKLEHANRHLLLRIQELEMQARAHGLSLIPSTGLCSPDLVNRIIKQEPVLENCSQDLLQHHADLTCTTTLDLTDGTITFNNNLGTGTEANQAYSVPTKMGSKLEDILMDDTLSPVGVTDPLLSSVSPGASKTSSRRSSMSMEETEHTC
FBW7 act: FBW7 E3 ligase activators, primary screen, biochemical, AlphaScreen, human; F-box/WD repeat-containing protein 7 (Homo sapiens), Q969H0; AlphaScreen FBW7–phospho-cyclin E peptide binding, activator screen; normalized activity (activation), % at 26.1 µM; 0.13% of 650,000 active; AID 1259310, 2017; in the data active = normalized activity above about 1.9%;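 also: purified mutant Fbw7 with reduced substrate affinity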
* marks the source's active call; other numbers are inactive results. Compounds were not picked by outcome; any-hit rate near 3.5%.

Sample of the layout (three entries):
Order of results: GPR151 ag, TEAD-YAP inh, MITF inh, FBW7 act
Cc1ccc(NC(=O)c2sc3ncn(Cc4cccc(F)c4)c(=O)c3c2C)cc1Cl
  -0.7, -10, -1, 0.0
CCN(CC)CCOc1nnc(-c2ccc(OC)cc2)c2ccccc12
  -0.4, 6, 14, 0.0
CCN(CC)C(=O)c1cc(-c2ccc3c(c2)OCO3)on1
  0.6, -35, 4, -0.1

Main list (from the top)
Order of results: GPR151 ag, TEAD-YAP inh, MITF inh, FBW7 act
Cc1ccc(NC(=O)c2sc3ncn(Cc4cccc(F)c4)c(=O)c3c2C)cc1Cl
  -0.7, -10, -1, 0.0
CCN(CC)CCOc1nnc(-c2ccc(OC)cc2)c2ccccc12
  -0.4, 6, 14, 0.0
CCN(CC)C(=O)c1cc(-c2ccc3c(c2)OCO3)on1
  0.6, -35, 4, -0.1
CCc1c(C)sc(NC(C)=O)c1C(=O)NCc1ccccc1
  -1.2, 4, 15, 0.2
COc1ccc(CNC(=O)Cn2c3cc(OC)c(OC)cc3c3nc(=O)cc(C)n32)cc1
  -0.1, 5, 11, 0.1
O=C(COc1ccc(Br)cc1)NNS(=O)(=O)c1ccc([N+](=O)[O-])cc1
  0.5, 13, 0, 0.1
O=C(Nc1ccc(Cl)c(Cl)c1)c1cc2nc(-c3cccs3)cc(C(F)(F)F)n2n1
  -2.3, 0, -3, 0.0
CCOc1ccc(/C(O)=C2/C(=O)C(=O)N(CCCN3CCOCC3)C2c2ccc(Cl)cc2)cc1C (stereo not given)
  0.4, -1, 7, -0.1
COc1ccccc1CNc1ncnc2sc(C)cc12
  -0.9, 32*, 0, 0.1
O=C(O)C1CCN(c2cnccn2)CC1
  -0.5, 1, 10, 0.1
Nc1c(Cl)cc(N=Cc2cccc(O)c2)cc1Cl
  2.2, 0, 4, 0.0
O=C(Nc1ccc(Br)cc1)C1C2C=CC3(O2)C1C(=O)N(C1CCCCCCC1)C3C(=O)NC1CCCCC1 (stereo not given)
  0.9, -3, 5, -0.1
CC1CC(C)CN(c2oc(-c3ccco3)nc2C#N)C1 (stereo not given)
  0.3, -8, 11, 0.0
CC(=O)Nc1cccc(NC(=O)CSc2nc3ccccc3o2)c1
  0.4, -6, -1, -0.1
O=C(NCc1ccccc1)c1c[nH]c2ccc(S(=O)(=O)N3CCc4ccccc43)cc2c1=O
  -0.5, -2, 5, -0.3
Cc1cc2nc(C3CCCCN3C(=O)c3ccccn3)[nH]c2cc1C (stereo not given)
  0.3, -26, 13, 0.0
CC1=C(C)C(=O)C(N2CCN(Cc3ccccc3)CC2)=CC1=O
  0.8, -3, 49, -0.2
COC(=O)C1=CN(C(C)C)C=C(C(=O)OC)C1c1cccc(O)c1
  0.5, 4, 6, 0.8
Cc1ccc2nc(NCCO)c(/C=C3\SC(=S)N(CC4CCCO4)C3=O)c(=O)n2c1 (stereo not given)
  -1.8, -11, 6, 0.0
Cc1nn(Cc2ccccc2)c(Cl)c1/C=C/C(=O)OC(C(=O)NC(N)=O)C(C)C (stereo not given)
  1.3, -7, 17, 0.2
C=CCNC1=C(Cl)C(=O)N(c2cccc(Cl)c2Cl)C1=O
  -1.0, 1, 13, 0.3
O=C(Cn1cc([N+](=O)[O-])cn1)n1cc(I)cn1
  1.0, -2, -6, -0.2
CCCCCCC1CCC(c2noc(-c3ccc(Br)cc3)n2)CC1 (stereo not given)
  0.7, 3, 3, 0.0
CC(C)CN1CCN(CC2=Cc3cc(Cl)ccc3OC2)CC1CCO (stereo not given)
  -0.8, 12, 0, -0.1
COc1ccc(-c2noc(C3CC(=O)N(c4ccc5c(c4)OCCO5)C3)n2)cc1 (stereo not given)
  1.0, -1, -4, 0.1
O=C(COc1ccccc1Cl)Nc1ccc2c(c1)C(=O)N(CC1CCCO1)C2=O (stereo not given)
  -1.0, 13, 11, 0.5
Cc1cc(OCC(=O)NCc2ccccn2)c(C)cc1Br
  -0.6, -46, 10, 0.2
COc1ccc(CCNC(=O)C(=O)Nc2cccc(Cl)c2)cc1
  1.4, 5, 1, 0.0
O=Cc1cn(CCC(=O)O)nc1-c1cccc2ccccc12
  0.4, 0, -15, 0.0
CCOC(=O)CSc1nc2ncccc2c(=O)n1-c1ccccc1
  -0.5, 6, 12, 1.2

(further entries)
smiles | GPR151 ag | TEAD-YAP inh | MITF inh | FBW7 act
COC(=O)c1cc(CNC(=O)c2cn3ccccc3n2)cc(NC(=O)Cc2ccsc2)c1 | -0.4 | -11 | 0 | -0.1
COc1ccc(C2=N/C(=C\c3cc(Br)c(OC(C)=O)c(OC)c3)C(=O)O2)cc1[N+](=O)[O-] | -0.7 | 8 | 23 | 0.5
COc1cccc(/C=C2\N=C(c3ccccc3OC)OC2=O)c1 | 0.5 | -14 | 6 | 0.6
CCOc1ccc(C(=O)NCCO)cc1OCC | -1.3 | 5 | 13 | 0.1
Cc1cc(=O)[nH]c2nnc(SCC(=O)Nc3cccc4ccccc34)n12 | 1.9 | 2 | 10 | 0.0
CN1/C(=C\C=NC(CO)C(O)c2ccc([N+](=O)[O-])cc2)C(C)(C)c2ccccc21 (stereo not given) | -0.5 | 4 | -2 | 0.1
c1cnc(N2CCN(c3ccc4cccc(-c5ccncc5)c4n3)CC2)nc1 | 0.1 | -8 | -5 | 0.2
Cc1ccc(Cn2c(SCC(=O)N3CCCCC3)nc3c2c(=O)n(C)c(=O)n3C)cc1 | 0.4 | 1 | 9 | 0.0
CCN1C(=O)c2cccc3c(NC(=O)c4ccc(C)c(C)c4)ccc1c23 | 0.4 | -2 | -5 | 0.1
c1ccc2c(c1)CCN(Cc1nnc(-c3ccc4c(c3)OCO4)o1)C2 | -0.3 | 0 | 1 | 0.8
O=C(Nc1cc2ccccc2oc1=O)c1ccc(Cl)cc1 | -0.7 | -41 | -1 | 0.0
O=C(O)C1COc2cc([N+](=O)[O-])ccc2O1 (stereo not given) | 0.8 | 3 | -3 | 0.0
CCC(=O)N1CCN(c2cc(N3CCCCCC3)c(F)cc2[N+](=O)[O-])CC1 | 0.6 | 2 | 0 | 0.0
CC(=O)Nc1ccc(N=Cc2cccc([N+](=O)[O-])c2)cc1 | 0.1 | 0 | -6 | 0.1
CC(=O)Oc1ccccc1/C=C1\C=C(c2ccc(C)cc2)OC1=O | -1.3 | -55 | -6 | 0.0
Cc1cc(C)c(S(=O)(=O)N2CCC(C(=O)NCCO)CC2)c(C)c1 | -1.4 | 15 | 25 | 1.0
Cc1cc(C)cc(C(=O)Nc2ccc(S(=O)(=O)Nc3nccs3)cc2)c1 | 0.9 | -9 | 3 | -0.1
CC(C)N(CCCNC(=O)CCn1c(=O)c2cccn2c2cccnc21)Cc1ccccc1 | -1.8 | -8 | -7 | -0.1
COc1ccc(C2CC(=O)N3C(=C2C#N)SCC3(O)c2ccc(Cl)cc2)cc1OC (stereo not given) | -0.1 | 1 | 4 | 0.0
CC(C)c1ccc(CC(NC(=O)c2ccccc2)C(=O)NCC(=O)O)cc1 (stereo not given) | 0.1 | 1 | 9 | -0.1
CCOC(=O)CSc1nnc(CNC(=O)Cc2ccccc2)n1-c1ccc(OC)cc1 | 1.7 | -1 | -7 | -0.1
CC(C(=O)N1CCN(C(=O)c2ccco2)CC1)n1sc2ccccc2c1=O (stereo not given) | 0.2 | 2 | 2 | -0.1
CS(=O)(=O)N1CCC(C(=O)NNC(=O)Nc2cccc([N+](=O)[O-])c2)CC1 | -1.0 | 4 | 18 | 0.4
CC1=C(C(=O)Nc2ccccc2)C(c2ccncc2)C(C#N)=C(SCC(=O)Nc2ccc(Cl)cc2)N1 (stereo not given) | -1.0 | -6 | 2 | -0.1
CCc1c(C)c2ccc(OC(C)=O)c(C)c2oc1=O | 1.7 | -14 | 3 | 0.7
O=[N+]([O-])c1cn(-c2nc(-c3ccco3)cc(C(F)(F)F)n2)cn1 | -0.8 | 4 | -7 | 0.0
CCOC(=O)CCC(=O)OC(C(=O)c1ccccc1)c1ccccc1 (stereo not given) | 0.9 | -1 | -5 | 0.0
O=C(O)COc1ccc(-c2cc(C(=O)O)c3cc(Br)ccc3n2)cc1 | 0.1 | 0 | 23 | 0.0
CCCCCN1C(=O)C(=O)c2cc(Br)ccc21 | 0.7 | 14 | 16 | -0.2
COc1ccc(NC(=O)C2(N(C)C(=O)Cc3nc(N)n[nH]3)CCCCC2)cc1 | -0.3 | 14 | 35 | -0.7
COc1c(C(=O)Nc2c(C)n(C)n(-c3ccccc3)c2=O)ccc2ccccc12 | -1.2 | -4 | -6 | -0.1
COc1cccc(CN(C(=O)Nc2ccc(-c3cn[nH]c3)cc2)C2CC2)c1 | -0.1 | -14 | 7 | 0.2
C/C(=N\NC(=O)CSCc1ccc([N+](=O)[O-])cc1)c1ccccc1O | 0.1 | 7 | 18 | -0.3
N#CC1=C(N)C(C#N)(C#N)C(c2ccccc2F)C2CCCC=C12 (stereo not given) | 0.6 | 4 | 13 | 0.1
O=C(NCc1ccc(Cl)cc1Cl)C(=O)NC1CCCC1 | -1.1 | -4 | -2 | -0.1
Cc1cccc(-n2cc(-c3ccccc3)[nH]c2=S)c1 | 0.9 | -34 | 17 | 0.1
Cc1ccc(Cn2c(=N)n(CC(=O)c3ccc([N+](=O)[O-])cc3)c3ccccc32)cc1 | -0.1 | -12 | 8 | 0.0
O=C(O)c1c2c(nc3ccccc13)/C(=C\c1cccs1)CN(Cc1ccccc1)C2 | -1.1 | 1 | 0 | -0.3
O=C(NCCN1CCOCC1)c1ccc2c(c1)N(Cc1ccccc1F)C(=O)CS2 | 0.9 | 9 | 7 | 0.7
N#Cc1c(NC(=O)c2cnccn2)sc2c1CCCC2 | -2.2 | 4 | 12 | 0.0
Cc1ccc(C(C)CCN2CCC3(CCC(CNC(=O)C(C)C)O3)CC2)o1 (stereo not given) | 7.8* | -12 | -4 | -0.1
Cc1ccc2nc(-c3ccc(NC(=O)COc4ccccc4C(C)C)cc3)sc2c1 | 0.6 | 2 | -2 | -0.1
CCOC(=O)c1sc(NC(=O)CSc2nnc3c(C)cc4ccccc4n23)nc1C | -1.5 | -4 | -1 | 0.4
CCOC(=O)c1sc2nc(SCc3ccccc3Cl)n(CCc3ccccc3)c(=O)c2c1C | -2.6 | -8 | -9 | -0.1
CC(=O)c1cccc(-c2cccc(C(=O)Nc3ccc(N4CCOCC4)cc3)n2)c1 | -0.1 | -27 | -1 | -0.1
Cc1ccc(C(=O)Nc2ccc(C(=O)OCC(=O)c3ccc(Cl)cc3)cc2)cc1Br | -0.7 | -11 | 19 | 0.5
O=[N+]([O-])c1c(Nc2ccc(F)cc2)n[nH]c1-c1nnco1 | -0.3 | -22 | 9 | 0.3
COc1ccc(CCC(=O)NCCc2cn3ccc(C)cc3n2)cc1 | -0.8 | -3 | 12 | 0.1
CN1CCN(c2ccc(-c3cc(C(=O)NCCCN4CCCC4=O)ccn3)cc2)CC1 | -1.5 | -7 | 17 | 0.7
Cc1cccc(-c2nc3scc(CCNS(=O)(=O)c4cc(F)ccc4F)n3n2)c1 | -3.1 | -2 | 8 | 0.2
Cc1cc(C)c2c(c1)C(=O)c1ccccc1-2 | 1.8 | -28 | 3 | 0.1
CCN(c1ccccc1)S(=O)(=O)c1ccc(F)c(C(=O)Nc2ccc(Cl)cc2)c1 | 0.8 | -2 | 0 | 0.1
CC1CCCCN1C(=O)Cn1c(=O)c2c(ncn2C2CCCC2)n(Cc2ccccc2)c1=O (stereo not given) | 0.7 | 16 | 10 | 0.9
CSc1ccccc1NC/C=C/c1ccc([N+](=O)[O-])o1 | 1.8 | 7 | 8 | -0.2
C=CCOc1ccc(/C(O)=C2/C(=O)C(=O)N(CCN(C)C)C2c2ccc(Br)cc2)c(C)c1 (stereo not given) | -0.6 | 9 | 3 | -0.1
CCn1cc(C(=O)NN)c(=O)c2cc(Br)ccc21 | 1.5 | 10 | 6 | 0.0
O=C(NCCSc1ccccn1)c1ccccc1Cl | -1.6 | -42 | 5 | 0.1
CN(C(=O)CSc1nnnn1C)c1ccccc1 | -0.1 | 4 | -7 | 0.1

Some of the entries above, reformatted.
Cc1ccc(C(=O)Nc2ccc(C(=O)OCC(=O)c3ccc(Cl)cc3)cc2)cc1Br
  GPR151 ag: -0.7; TEAD-YAP inh: -11; MITF inh: 19; FBW7 act: 0.5

O=[N+]([O-])c1c(Nc2ccc(F)cc2)n[nH]c1-c1nnco1
  GPR151 ag: -0.3; TEAD-YAP inh: -22; MITF inh: 9; FBW7 act: 0.3
